Assay outcomes: PubChem BioAssay, several laboratories
MgcRacGAP inhibition: MgcRacGAP GTPase-activating activity inhibitors, confirmation, biochemical, ADP Hunter fluorescence; MgcRacGAP-stimulated Rac1 GTP hydrolysis, ADP Hunter fluorescence; higher % means a stronger effect; GST-tagged Rac1 F28L mutant substrate; actives 0.6% (n = 340,000); one-dose inhibition, % at 30 µM; IC50 in µM for titrated hits;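 active = first-screen hits whose inhibition reached a set limit at any dose in the follow-up dose series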;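 also: fluorescence reports GDP produced by GAP-driven GTP hydrolysis; strong numbers were not always called active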
NTR1 ag: NTR1-driven beta-arrestin-GFP spot formation – imaging, U2OS cells, high content, primary screen (AID 493036); agonist mode; activation, % at 20 µM; actives 0.17% (n = 330,000);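 active = activation at or above 40% of the spot to cytoplasm intensity ratio, with at least 20 cells analyzed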;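 also: 0% = DMSO without peptide and 100% = 100 nM NTR1 peptide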
Target sequence (P30989 whole entry, looked up): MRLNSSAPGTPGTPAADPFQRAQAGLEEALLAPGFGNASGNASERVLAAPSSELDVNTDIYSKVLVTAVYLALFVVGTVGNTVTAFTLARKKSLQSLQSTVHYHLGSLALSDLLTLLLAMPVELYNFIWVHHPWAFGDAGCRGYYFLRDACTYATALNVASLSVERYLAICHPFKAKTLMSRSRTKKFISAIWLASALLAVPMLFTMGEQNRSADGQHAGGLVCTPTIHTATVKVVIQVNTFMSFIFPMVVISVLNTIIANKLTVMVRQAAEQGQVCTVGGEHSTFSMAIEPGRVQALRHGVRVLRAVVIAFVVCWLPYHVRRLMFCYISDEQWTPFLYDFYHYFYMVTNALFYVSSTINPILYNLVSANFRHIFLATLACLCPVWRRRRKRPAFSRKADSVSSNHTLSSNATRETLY
SV40 large T antigen: TAg ATPase/helicase activity blockers – biochemical (AID 1903) | inhibition, % at 20 µM, or IC50 in µM where a hit was titrated | actives 0.39% (n = 310,000) | SV40 large T antigen ATPase/helicase inhibition assay; higher % means a stronger effect; in the data active = a potency from the dose series; also: strong numbers were not always called active
T cell modulator: T cell immune modulators affecting CD8 T cell-vesicle binding; 2C CD8+ T cell-vesicle binding, flow cytometry; active compounds read low; calls only at 7 µM; actives 0.068% (n = 330,000); AID 2052;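 active = response, share of CD8 T cells binding vesicles, and their 90th percentile fluorescence all below set limits, cut at about 80% in these data, passing the limit was not always enough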
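Assay system: 2C TCR transgenic mouse naive CD8+ T cells, MACS-purified | Read-out: CD8+ gate FL2 mean fluorescence as % of same-row positive control | Signal: High-throughput flow cytometry with anti-B7-1 and anti-CD8 staining | Timing: Binding step 1.5 h, 37 °C, antibody labelling 20 min, ice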
GPR55 activation: GPR55 agonists via beta-arrestin recruitment, primary screen, imaging, U2OS cells, beta-arrestin-GFP redistribution (AID 1961). activation, % at 10 µM, or EC50 in µM where a hit was titrated. U2OS GPR55 beta-arrestin-GFP redistribution imaging; higher % means a stronger effect. actives 0.048% (n = 290,000);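 active = activation above 40% with more than 50 cells counted in the well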;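 also: U2OS osteosarcoma cells stably expressing GPR55 and beta-arrestin-GFP; plate controls were DMSO negative control for no effect and LPI positive control for full effect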
Hep lipid drop: hepatic lipid droplet formation modulation; AID 1656; inhibition, % at 6.5 µM; actives 0.4% (n = 240,000); AML12 mouse hepatocytes, oleate lipid droplets, BODIPY imaging;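 active = lipid droplet intensity inhibited by at least 50%, with more than 500 cells counted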
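Assay system: AML12 hepatocytes (mouse) / Also added: 100 µM oleic acid challenge / Times: overnight treatment with compound plus oleate / Detection: high-content imaging of BODIPY-stained droplets and DAPI nuclei / Evaluation: % inhibition of lipid droplet signal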
LYP phosphatase: PTPN22 lymphoid phosphatase activity blockers – biochemical, fluorescence intensity, uHTS (AID 1779); recombinant LYP phosphatase, fluorescence intensity; higher % means a stronger effect; actives 0.054% (n = 290,000); one-dose inhibition, % at 11.5 µM; IC50 in µM for titrated hits; in the data active = inhibition above about 50%;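 also: plate controls were vehicle with enzyme for no effect and no enzyme for full effect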
GPR35 arrestin U2OS: GPR35 antagonists blocking zaprinast-driven arrestin recruitment, primary screen, imaging, U2OS, beta-arrestin-GFP, zaprinast agonist (AID 2058); U2OS GPR35 beta-arrestin-GFP translocation imaging, zaprinast antagonism; higher % means a stronger effect; inhibition, % at 10 µM; hits with a dose series show IC50 in µM; actives 0.052% (n = 290,000);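 active = inhibition of at least 50% with at least 30 cells and total cytoplasm GFP at most 10,000,000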
GPR55 antagonists: inhibition of LPI-stimulated GPR55 beta-arrestin translocation – imaging, U2OS, beta-arrestin-GFP, LPI agonist, primary screen (AID 2013); U2OS GPR55 beta-arrestin-GFP translocation imaging, LPI antagonism; higher % means a stronger effect; inhibition, % at 10 µM, or IC50 in µM where a hit was titrated; actives 0.13% (n = 290,000);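 active = spots per cell inhibited over 60%, with over 100 cells counted and total cytoplasm intensity under 500,000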;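 also: U2OS cells stably carrying GPR55 and arrestin-GFP stimulated by 5 µM LPI near EC80; imaged beta-arrestin-GFP aggregate spots per cell after agonist stimulation; plate controls were LPI-stimulated DMSO wells for no effect and DMSO wells without LPI for full effect; some results filed as inactive read as strong as hits; confirmed hits need IC50 under 10 µM and bright autofluorescent wells are also inconclusive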
Hep lipid drop cells 6.5 µM: further read-out of Hep lipid drop, marked with its call; cell count; measured here: cell count, cytotoxicity flag;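 cells counted across two imaged fields per well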
T cell modulator vesicle-bound %: also measured in T cell modulator; calls as there; double positive events, %; measured here: CD8+ vesicle-bound cell fraction;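 binding gate set so that unloaded-vesicle control wells show 10% double positive cells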
NTR1 ag cell count 20 µM: second read-out of NTR1 ag, no call of its own (marks repeat the call); cell count; measured here: cell count, cytotoxicity flag
Numbers without * were called inactive; i = inactive; . = not tested or not shown.

SMILES	MgcRacGAP inhibition	NTR1 ag	NTR1 ag cell count 20 µM	SV40 large T antigen	T cell modulator	T cell modulator vesicle-bound %	GPR55 activation	Hep lipid drop	Hep lipid drop cells 6.5 µM	LYP phosphatase	GPR35 arrestin U2OS	GPR55 antagonists
CCC(C)NC(=O)c1cc2c(=O)n(CC)c3ccccc3c2s1 (stereo not given)	11%	10	71	6%	i	37	-0.1%	-7	405	-3%	-6%	-5%
CCCC(c1nnnn1CCOC)N1CCN(C(=O)c2ccco2)CC1 (stereo not given)	6%	-1.3	65	0%	i	60	-0.1%	.	.	-11%	10%	-13%
Cc1cc(C)nc(N/N=C/c2cccc(Cl)c2)n1	8%	0.4	41	11%	i	16	-0.6%	-7	696	4%	-4%	15%
O=S(=O)(N1CCCCC1)N1CCNCC1	2%	1.1	47	13%	i	33	0.0%	-3	765	-1%	-4%	-11%
CCOc1ccccc1C1C2=C(COC2=O)Nc2cc3c(cc21)OCO3 (stereo not given)	0%	2.5	62	22%	i	62	-0.2%	4	695	-7%	0%	4%
CCOc1cc(OCC)cc(C(=O)NCCCN2CCOCC2)c1	6%	-0.1	66	9%	i	39	-0.3%	18	794	-7%	-7%	-2%
Cc1ccc(SC2CCN(C(=O)C3CCC(=O)N(C4CC4)C3)CC2)cc1 (stereo not given)	8%	1.1	74	-5%	i	19	0.3%	-4	725	-8%	-10%	-1%
Cc1ccc(C(CC(=O)N2CCOCC2)c2ccco2)cc1 (stereo not given)	0%	-2.4	69	5%	i	21	-0.5%	-1	716	-6%	8%	-13%
Cc1ccc(CC(=S)N2CCOCC2)cc1	10%	-0.9	91	3%	i	60	-0.6%	5	697	-6%	5%	-5%
CCOC(=O)Cn1c(C)[n+](C)c2cc(Cl)c(Cl)cc21	3%	2.1	43	8%	i	12	-0.3%	13	662	-2%	3%	-7%
CC(C)Oc1cc(O)c2c(=O)c(-c3ccc(O)cc3)coc2c1	0%	11	84	13%	i	28	-0.3%	3	580	-1%	7%	-5%
COc1ccc(Cc2nnc(NC(=O)c3ccccc3C)s2)cc1	-2%	-0.5	63	22%	i	54	0.0%	-8	761	-10%	0%	6%
COCCNC(=O)NC(=O)COC(=O)C12CC3CC(CC(NC(C)=O)(C3)C1)C2	4%	-0.9	43	11%	i	3	0.1%	.	.	-8%	-8%	2%
Cc1ccc(CNC(=O)C(=O)NCC2CCCN2S(=O)(=O)c2cccs2)cc1 (stereo not given)	10%	1.3	59	4%	i	26	.	.	.	.	.	.
CCn1c(=O)cc(SCC(=O)NCCCN2CCN(c3ccc(F)cc3)CC2)c2ccccc21	10%	-0.7	56	4%	i	35	-0.1%	.	.	-5%	-5%	8%
Cc1ccc(SC(C)C(=O)N2CCCC2)cc1 (stereo not given)	10%	-0.1	57	5%	i	16	-0.3%	-27	644	-8%	4%	9%
CN(CC(=O)Nc1ncn[nH]1)S(=O)(=O)c1ccc(Br)cc1	8%	0.3	54	18%	i	38	0.0%	4	679	-10%	15%	-7%
Cc1oc(-c2cccc(C(F)(F)F)c2)nc1CN1CCOCC1	4%	0.6	37	11%	i	30	-0.1%	6	717	-6%	11%	-2%
CCCCS(=O)(=O)/C=C/[C@H]1[C@H](S(=O)(=O)CCCC)[C@H]2C=C[C@@H]1C2	11%	-1.9	78	18%	i	10	0.9%	-4	712	-2%	-9%	4%
Cc1cc(C(=O)CCC(=O)N2CCN(S(=O)(=O)c3cccs3)CC2)c(C)s1	-1%	1.4	43	15%	i	60	-0.1%	9	809	0%	-2%	1%
COc1ccc(-c2c(C#N)c(N)nc3c2CCC3)cc1	4%	1.5	45	2%	i	38	0.1%	-10	684	-4%	-20%	9%
COc1ccccc1N1CCN(C(=O)c2ccc(-c3ccccc3)cc2)CC1	.	3.0	46	3%	i	25	-0.3%	4	691	-7%	-9%	3%
Cc1ccc(NC(=O)CCCSc2nc3ccccc3[nH]2)cc1	16%	-0.7	82	-15%	i	58	-0.2%	-2	646	1%	13%	13%
CCOc1ccccc1N(C)C(=O)c1cc2c(=O)n(CC)c3ccccc3c2s1	-2%	7.8	58	-4%	i	39	-0.2%	25	748	0%	-16%	-9%
COc1ccc(/C=N/OC(=O)Nc2ccc(Cl)cc2)c(OC)c1	-16%	-0.8	36	5%	i	22	-0.1%	19	665	2%	-8%	4%
COc1ccc(/C=C/C(=O)Nc2cc(S(=O)(=O)N3CCOCC3)ccc2C)cc1OC	-4%	1.3	59	4%	i	65	0.2%	-6	734	-2%	19%	0%
O=C(CN1C(=O)c2ccccc2S1(=O)=O)c1ccccc1Cl	8%	0.0	63	3%	i	7	0.0%	-1	776	-9%	-9%	-3%
CCCNC(=O)c1ccc(Cn2cc(C(F)(F)F)ccc2=O)cc1	-3%	-0.8	22	7%	i	28	-0.4%	17	710	-6%	0%	4%
CCCOP(=O)(c1ccc(N(C)C)cc1)C(O)c1cc(OC)c(OC)c(OC)c1 (stereo not given)	1%	1.6	84	3%	i	28	0.8%	.	.	4%	2%	10%
CCc1noc(C)c1C(=O)OCC(=O)N(CCOC)c1c(N)n(Cc2ccccc2)c(=O)[nH]c1=O	7%	1.6	52	9%	i	52	.	.	.	.	.	.
O=c1oc(-c2ccccc2Br)nc2ccccc12	10%	6.7	52	15%	i	15	-0.2%	-7	808	-12%	14%	-7%
C#CCn1cc(Cl)cc(C(=O)Nc2ccccc2)c1=O	2%	2.9	85	5%	i	43	-0.1%	1	726	0%	0%	13%
Cc1ccc2nc(NC(=O)C3CCN(S(=O)(=O)c4cc([N+](=O)[O-])ccc4Cl)CC3)sc2c1	8%	8.7	75	17%	i	43	0.4%	6	573	4%	-10%	2%
CCOC(=O)C1(Cc2cccc(F)c2)CCN(C(=O)COC)CC1	7%	0.4	63	.	i	31	0.4%	-2	706	-9%	1%	7%
CN(C)C(=S)NC(C)(C)C	-2%	1.3	50	11%	i	20	0.2%	6	733	-7%	-4%	6%
CC(=O)c1cn(C)c(=O)n(C)c1=O	4%	-0.5	72	8%	i	46	0.4%	-1	688	-2%	8%	2%
CC(OC(=O)Cc1n[nH]c(=O)c2ccccc12)C(=O)Nc1ccc(F)cc1 (stereo not given)	3%	-0.1	48	-4%	i	49	.	.	.	.	.	.
CCOc1cc(CNc2ccc3c(c2)OCCO3)cc(Br)c1OCC(N)=O	99µM*	0.2	36	32%	i	44	-0.3%	.	.	-7%	-11%	-2%
O=C1CCC/C(=N\NC(=O)COc2ccc(Cl)cc2)C1	3%	-0.5	26	26%	i	19	0.2%	-4	709	1%	-11%	4%
Cc1ccc(N(CC(=O)NCc2ccc3c(c2)OCO3)C(=O)CCC(=O)Nc2ccccn2)cc1	2%	0.3	45	-3%	i	12	-0.1%	15	807	-3%	-8%	12%
COc1ccc(NC(=O)NC(=O)c2cc(OCC(F)(F)F)ccc2OCC(F)(F)F)cc1	10%	7.7	62	3%	i	63	0.4%	13	747	-1%	-7%	5%
Cc1c(C(=O)N(Cc2cccc(Br)c2)C2CCS(=O)(=O)C2)oc2ccc(F)cc12 (stereo not given)	6%	5.2	75	4%	i	52	0.3%	-24	699	-8%	3%	-14%
Cc1ccc(S(=O)(=O)N2CC3CCCC2C3)cc1 (stereo not given)	.	-0.7	47	-1%	i	7	-0.4%	1	656	-8%	2%	0%

Grouped by structure: the entries above with a Cl atom (seven)
SMILES	MgcRacGAP inhibition	NTR1 ag	NTR1 ag cell count 20 µM	SV40 large T antigen	T cell modulator	T cell modulator vesicle-bound %	GPR55 activation	Hep lipid drop	Hep lipid drop cells 6.5 µM	LYP phosphatase	GPR35 arrestin U2OS	GPR55 antagonists
Cc1cc(C)nc(N/N=C/c2cccc(Cl)c2)n1	8%	0.4	41	11%	i	16	-0.6%	-7	696	4%	-4%	15%
CCOC(=O)Cn1c(C)[n+](C)c2cc(Cl)c(Cl)cc21	3%	2.1	43	8%	i	12	-0.3%	13	662	-2%	3%	-7%
COc1ccc(/C=N/OC(=O)Nc2ccc(Cl)cc2)c(OC)c1	-16%	-0.8	36	5%	i	22	-0.1%	19	665	2%	-8%	4%
O=C(CN1C(=O)c2ccccc2S1(=O)=O)c1ccccc1Cl	8%	0.0	63	3%	i	7	0.0%	-1	776	-9%	-9%	-3%
C#CCn1cc(Cl)cc(C(=O)Nc2ccccc2)c1=O	2%	2.9	85	5%	i	43	-0.1%	1	726	0%	0%	13%
Cc1ccc2nc(NC(=O)C3CCN(S(=O)(=O)c4cc([N+](=O)[O-])ccc4Cl)CC3)sc2c1	8%	8.7	75	17%	i	43	0.4%	6	573	4%	-10%	2%
O=C1CCC/C(=N\NC(=O)COc2ccc(Cl)cc2)C1	3%	-0.5	26	26%	i	19	0.2%	-4	709	1%	-11%	4%

Compounds as they come. Share with any hit: about 1.8%.
